Bioassay records (PubChem)
BAZ2B block: qHTS Assay for Inhibitors of BAZ2B | 360,000 tested, 4.4% active | Potency, µM (highest dose often 114 µM), without a hit: at the top dose activity change, negative = inhibition, most hits filed as inhibitors | Bromodomain adjacent to zinc finger domain protein 2B (Homo sapiens), Q9UIF8 | AlphaScreen BAZ2B-H3K14Ac peptide displacement; note: potency is the fitted concentration of half-maximal effect; % is set by controls: 0 for no effect and ±100 for the full control effect; nearly all actives have a fitted effect of over 60% in size
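AlphaScreen displacement of biotin-H3(5-23)K14Ac peptide (50 nM final) from BAZ2B (50 nM final) in PBS pH 7.4, 0.01% Tween-20; complex preformed 30 min RT, then compounds (top 110 uM) 30 min RT, beads 20 min dark.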
G9a block: qHTS Assay for Inhibitors of Histone Lysine Methyltransferase G9a. Histone-lysine N-methyltransferase EHMT2 (Homo sapiens), Q96KQ7. G9a H3K9 monomethylation, AlphaScreen, 2 h. Potency, µM (titrated, usually from 102 µM), inactives show at the top dose activity, negative = inhibition, most hits filed as inhibitors. 350,000 tested, 8.8% active; note: potency is the fitted concentration of half-maximal effect; % is set by controls: 0 for no effect and ±100 for the full control effect; nearly all actives have a fitted effect of over 75% in size
Target sequence (Q96KQ7 913-1193 limits assumed): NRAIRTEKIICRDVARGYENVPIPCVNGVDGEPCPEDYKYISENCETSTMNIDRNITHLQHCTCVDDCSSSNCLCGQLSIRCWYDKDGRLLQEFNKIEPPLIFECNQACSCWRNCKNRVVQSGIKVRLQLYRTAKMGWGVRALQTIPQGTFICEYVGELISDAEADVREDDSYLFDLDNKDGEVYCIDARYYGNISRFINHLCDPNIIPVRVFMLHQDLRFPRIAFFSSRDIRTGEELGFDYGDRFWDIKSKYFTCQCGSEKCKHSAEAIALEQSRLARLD
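Methyltransferase reactions run at room temperature for 2 h (20 nM enzyme, 500 nM biotin-H3K9 peptide, 20 uM SAM) after a 15 min compound preincubation; product detected by AlphaScreen beads and anti-H3K9me1 antibody.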
GLS inhibitor: qHTS for Inhibitors of Glutaminase (GLS) | Potency, µM (titrated, usually from 45.5 µM), for the others: at the top dose activity change, negative = inhibition, hits mostly inhibitors | AID 624170, 2012 | 410,000 tested, 0.21% active | Glutaminase kidney isoform, mitochondrial (Homo sapiens), O94925 | GLS enzymatic activity, qHTS titration; note: potency is the fitted concentration of half-maximal effect; % is set by controls: 0 for no effect and ±100 for the full control effect
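Two-point fluorescence kinetic (t0, 30 min RT) for hKGA; glutamate detected via glutamate oxidase–HRP–Amplex Red. Substrate: 1 mM L-glutamine solution; buffer 45 mM KH2PO4, pH 8.2.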
PGK inhibitor: qHTS Assay to Find Inhibitors of Phosphoglycerate Kinase; Potency, µM (series often up to 57.5 µM), for inactives: at the top dose activity change, negative = inhibition, actives largely listed as inhibitors; PGK/GAPDH coupled, Kinase-Glo luminescence, 60 min; Phosphoglycerate kinase, glycosomal (Trypanosoma brucei brucei), P07378; 380,000 tested, 0.043% active; note: potency is the fitted concentration of half-maximal effect; % is set by controls: 0 for no effect and ±100 for the full control effect; nearly all actives have a fitted effect of over 60% in size
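Recombinant glycosomal PGK reaction used 1,3-bisphosphoglycerate generated in-well by GAPDH (100nM final) in 100mM TEA pH 7.6, 5mM MgCl2, 0.01% Tween-20. After 60 minutes at room temperature, ATP was read by Kinase-Glo Plus luminescence end-point.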
Pin1 inhibitor: qHTS Assay to Find Inhibitors of Pin1. Peptidyl-prolyl cis-trans isomerase NIMA-interacting 1 (Homo sapiens), Q13526. 390,000 tested, 0.009% active. Potency, µM (titrated, usually from 115 µM), inactives show at the top dose activity, negative = inhibition, hits mostly inhibitors. AID 504891, 2011. Pin1 FP peptide displacement, HiFluor488, 10 min; active = well fitted inhibition curve with a large enough effect in the polarisation, with a control signal flat, not every such curve was filed as active; inconclusive = small, poorly fitted or top-dose-only effect, or effect the other way, or a change in a side signal; inactive = no such curve, though single readings can be large or run the other way; the % refers to the polarisation; note: potency is the fitted concentration of half-maximal effect; % is set by controls: 0 for no effect and ±100 for the full control effect
Target sequence (Q13526 whole entry, looked up): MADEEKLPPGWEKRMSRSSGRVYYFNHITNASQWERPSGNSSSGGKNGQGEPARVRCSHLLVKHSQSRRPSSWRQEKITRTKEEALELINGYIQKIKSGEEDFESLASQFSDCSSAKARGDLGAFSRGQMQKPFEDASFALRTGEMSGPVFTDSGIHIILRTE
PI4K2A inh: qHTS for small molecular inhibitors of PI4K2A. purified PI4K2A, ADP-Glo luminescence, 1 h; hits give low values. activity change, negative = inhibition, % at 76.9 µM. 420,000 tested, 0.13% active. AID 1346378, 2018; in the data active = activity change below about -50%; inconclusive = mostly about -30% to -49%;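 note: -100% = wells without enzyme as full effect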
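ADP-Glo luminescence measured ADP generated by PI4K2A enzyme (4 ug/mL before mixing) with 1.2 mM PI substrate (pre-mix) and 300 microM ATP (pre-mix). Tris pH7.5 buffer with MgCl2, Triton X-100; 1 h reaction at ambient temperature.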
ERG Ets-DNA blk: qHTS for Small Molecule Inhibitors of the ERG Ets/DNA interaction; Transcriptional regulator ERG (Homo sapiens), P11308; fluorescence polarization, His-ERG Ets domain / labelled DNA; Potency, µM (doses to about 76.9 µM), inactives show at the highest dose FP activity, negative = inhibition, hits mostly inhibitors; 370,000 tested, 0.028% active; AID 624246, 2012; active = well fitted inhibition curve with a large enough effect in the polarisation, with a control signal flat; inconclusive = small, poorly fitted or top-dose-only effect, or effect the other way, or a change in a side signal; inactive = no such curve, though single readings can be large or run the other way; the % refers to the polarisation;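 note: polarization taken with two DNA probes labelled with fluorescein and Texas red; potency is the fitted concentration of half-maximal effect; % of control where 0% means no effect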
Target sequence (P11308 whole entry, looked up, the tested form may be a part): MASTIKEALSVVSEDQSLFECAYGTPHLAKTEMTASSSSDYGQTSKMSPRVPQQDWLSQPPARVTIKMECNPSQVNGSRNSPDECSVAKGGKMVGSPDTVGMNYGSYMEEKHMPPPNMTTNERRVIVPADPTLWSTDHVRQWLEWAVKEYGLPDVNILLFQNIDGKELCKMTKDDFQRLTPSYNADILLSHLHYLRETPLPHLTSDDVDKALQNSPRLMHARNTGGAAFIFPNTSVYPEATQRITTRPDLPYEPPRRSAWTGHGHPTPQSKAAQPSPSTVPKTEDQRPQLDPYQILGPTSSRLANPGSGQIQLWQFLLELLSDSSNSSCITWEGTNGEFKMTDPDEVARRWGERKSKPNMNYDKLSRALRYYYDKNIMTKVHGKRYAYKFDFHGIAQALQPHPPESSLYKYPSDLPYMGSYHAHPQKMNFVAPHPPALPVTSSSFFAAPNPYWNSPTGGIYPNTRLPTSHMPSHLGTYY
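His-tagged ERG Ets domain (1 uM in the protein solution; 300mM KCl, 50mM Tris-HCl, 1mM EDTA, 1mM DTT, pH 7.5) received compound, then a probe mix of 5 nM fluorescein-DNA and 100nM Texas-615-DNA. Fluorescence polarization was read for both dyes.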
JMJD2A Tudor: qHTS Assay for Inhibitors of JMJD2A-Tudor Domain | Lysine-specific demethylase 4A (Homo sapiens), O75164 | AlphaScreen JMJD2A-Tudor / H3K4me3 peptide binding | Potency, µM (top dose mostly 114 µM), for the others: at the top dose activity change, negative = inhibition, most hits filed as inhibitors | 390,000 tested, 4.4% active | AID 504339, 2011; note: potency is the fitted concentration of half-maximal effect; % is set by controls: 0 for no effect and ±100 for the full control effect; nearly all actives have a fitted effect of over 50% in size
HP1b binding inh: HTS for Inhibitors of HP1-beta Chromodomain Interactions with Methylated Histone Tails. AlphaScreen HP1-beta / biotin-H3K9me3 peptide binding. Potency, µM (top dose mostly 114 µM), for the others: top-dose activity change, negative = inhibition, usual class: inhibitors. 390,000 tested, 0.56% active; note: potency is the fitted concentration of half-maximal effect; nearly all actives have a fitted effect of over 70% in size; inactives centre near 23
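AlphaScreen: HP1-beta (50 nM) preformed 30 min with biotin-H3(1-18)K9me3 peptide (50 nM) in PBS pH 7.4, 0.01% Tween-20. Compound added for 30 min at RT, then streptavidin donor/nickel chelate acceptor beads (10 ug/mL) for 30 min.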
* = called active by the depositor; i = inactive; ? = inconclusive; · = no result given; [ ] = dose if it differs, or a comment. Unless noted, calls come from the whole dose curve; as a rule, active = well fitted curve in the direction sought with a large enough effect; inconclusive = small, poorly fitted or top-dose-only effect, or another doubt; inactive = no such curve, though single readings can be large; an effect the other way counts as inactive or inconclusive. Rows were taken by chance, and some 11% of all compounds hit somewhere here.

cpd	molecule	BAZ2B block	G9a block	GLS inhibitor	PGK inhibitor	Pin1 inhibitor	PI4K2A inh	ERG Ets-DNA blk	JMJD2A Tudor	HP1b binding inh
1	COc1ccc(/C=C2\CN(Cc3ccccc3)C/C(=C\c3ccc(OC)c(O)c3)C2=O)cc1O	40µM*	45µM*	15%	i	16%	-6	-1%	?	?
2	c1ccc(-c2csc(-n3cnnn3)n2)cc1	-20%	-48%	-3%	i	1%	0	-1%	8%	72%[activator]
3	O=C(Nc1cccc(Cl)c1)N1CCSc2cc(Cl)ccc21	-4%	·	-1%	14%	3%	8	-3%	18%	70%
4	CCOC(=O)c1ccc(NC(=O)NNS(=O)(=O)c2cc(OC)ccc2OC)cc1	-24%	71µM*	1%	5%	-5%	-2	-2%	-6%	46%[activator]
5	CCCS(=O)(=O)Nc1cccc(-c2cn3ccc(C)cc3n2)c1	?	-31%[59 µM]	12%	-8%	1%	-5	-1%	-35%	2%
6	NCCCC[C@H]1CNC(=O)C(=O)N1CCCCC1CCCCC1	-8%	3%[59 µM]	1%	-8%	0%	-3	8%	-15%	31%
7	O=C(CC1NC(=O)NC1=O)NC1(C(=O)NC2CCCCC2)CCCCC1 (stereo unspecified)	10%	-43%	7%	-2%	1%	1	7%	-3%	37%
8	CCN1CCc2c(sc(NC(=S)NC(=O)c3ccccc3)c2C#N)C1	?	17%[0.0925 µM]	43%[activator]	-6%	13%	-20	6%	50µM*	?
9	CCCNC(=O)c1c(N)n(-c2ccc(S(N)(=O)=O)cc2)c2nc3ccccc3nc12	-1%	50µM*	-1%	-4%	21%	0	-3%	?	14%
10	CC1CCC2(CC1)NC(=O)N(CC(=O)NCc1cccs1)C2=O (stereo unspecified)	1%	19%	2%	5%	0%	1	-7%	-8%	19%
11	Cc1cccc(NC2CNC(=O)NC2=O)c1 (stereo unspecified)	·	·	20%	-7%	-1%	3	-4%	-19%	5%
12	COc1cc(C2CC(c3cccnc3)=NN2c2ccc(F)cc2)cc(OC)c1OC (stereo unspecified)	69%[activator]	59%[activator]	16%	·	3%	0	3%	30%	141%[activator]
13	N#C/C(=C\c1c[nH]c2ccccc12)C(=O)Nc1ncc(Cc2ccc(Cl)cc2Cl)s1	-14%	14%[59 µM]	-7%	-1%	?	3	-1%	-22%	16%
14	CCOC(=O)CCN	-1%	-5%[2.33 µM]	-2%	7%	1%	1	1%	-9%	24%
15	CCSc1nnc(C)c2ccccc12	5%	3%	0%	-1%	-2%	-2	-2%	0%	41%
16	CCOc1ccc(-c2[nH]ncc2-c2ccc(Cl)cc2)c(O)c1	-38%	-4%	11%	·	?	1	4%	-31%	37%[activator]
17	Cc1nn(-c2ccccc2)c2c1N(CC(=O)NCc1ccc(N(C)C)cc1)C(=O)CS2	?	-25%[59 µM]	5%	-1%	19%	1	-2%	-27%	-1%
18	N/C(=N\OC(=O)CSc1ccccc1)c1ccc([N+](=O)[O-])cc1	?	-48%[59 µM]	13%	-7%	0%	-1	1%	?	?
19	O=[N+]([O-])c1ccc(/C=N/NC(=S)Nc2ccccc2C(F)(F)F)o1	?	20µM*	23%	i	2%	-4	13%	-35%	?
20	CCOc1ccc(CNC(=O)c2cc(-c3ccc(Cl)s3)nc3ccccc23)cc1	5%	-5%[59 µM]	2%	i	29%	-1	-5%	-7%	12%
21	Cc1ccc(-c2nnn(CC(=O)N(CC(=O)NC3CCCC3)c3ccc(F)c(Cl)c3)n2)o1	-1%	?	0%	13%	8%	0	-8%	-6%	20%
22	Cc1cc(CSc2ccccc2)ccc1NC(=O)c1ccc(Br)cc1	10%	44%[59 µM]	-5%	-5%	-3%	-4	-4%	-11%	23%
23	CCc1ccccc1NC(=O)Cn1c(=O)c2cccn2c2ccc(F)cc21	-14%	-18%[59 µM]	-11%	i	-15%	2	-7%	-13%	13%
24	CSc1ccc(CN(C)C(=O)CN2C(=O)NC3(CCCC3)C2=O)cc1	-5%	8%	20%	9%	-6%	-6	8%	-12%	19%
25	COc1cc(C2C3=C(CCCC3=O)Nc3[nH]n(-c4ccccc4)c(=O)c32)cc(OC)c1OC (stereo unspecified)	-27%	?	-11%	i	-2%	1	20%	-10%	51%[activator]
26	CCOC(=O)c1c(NC(=O)CSc2n[nH]c(N)n2)sc(CC)c1C	0%	7%	17%	-4%[11.5 µM]	-4%	-1	·	-24%	11%
27	COc1ccc(S(=O)(=O)N2CCCCC2)cc1NC(=O)Cn1cnc2ccccc2c1=O	6%	15%[12.7 µM]	2%	-6%	5%	-4	-3%	-6%	16%
28	CC(Sc1nnc(-c2ccc(Cl)cc2)n1C)C(N)=O (stereo unspecified)	·	24%[59 µM]	1%	-3%	3%	2	0%	-15%	58%[activator]
29	CCCN1C(=O)C(NC(C)=O)c2ccccc21 (stereo unspecified)	-24%	40µM*	5%	-1%	-3%	3	0%	-12%	14%
30	Cc1oc(-c2ccc(Cl)cc2)nc1Cn1c(=O)cc(C)c2c(C)nn(-c3cccc(F)c3)c21	-37%	-2%[59 µM]	-4%	i	-6%	0	3%	-16%	?
31	CCn1c(SCC(=O)c2ccccc2)nnc1-c1cccnc1	-17%	-8%	-2%	-1%	-3%	-6	21%	-13%	23%
32	Cc1cccn2c(=O)c(C(=O)NCc3ccc(F)cc3)c(O)nc12	3%	9%[59 µM]	-8%	-1%	5%	0	-2%	-13%	45%[activator]
33	CCN=C1S/C(=C/c2ccc(-c3ccc(Cl)cc3C(=O)O)o2)C(=O)N1CC	?	45µM*	?	-4%	39%[activator]	0	14%	-15%	44%[activator]
34	Cc1cc(NC(=O)CCC(=O)N(c2ccccc2)C(C(=O)NC2CCCC2)c2ccccc2)no1 (stereo unspecified)	7%	-1%[59 µM]	-14%	-2%	-4%	-4	1%	0%	7%
35	COc1cc(C(=O)Nc2ccc3c(c2)OCCO3)ccc1OC(C)C	27%	-34%[12.7 µM]	10%	3%	1%	5	-3%	-2%	21%
36	FC(F)(F)c1cc(Nc2nc3ccccc3c3nncn23)ccc1Cl	0%	22%[59 µM]	-3%	-2%	-1%	-2	3%	-9%	26%
37	COc1cccc(NC(=O)CCSc2ccc3ccccc3n2)c1	5%	?	-11%	-7%	-2%	-7	0%	8%	56%
38	Cc1cccc(/C=N/NC(=O)c2ccc(NC(=O)c3cccc(Cl)c3)cc2)n1	-12%	?	10%	-9%	39%[activator]	-1	-21%	?	20%
39	Cc1ccccc1OCC(O)CN1CCN(CC(O)COc2ccccc2C)C(C)C1 (stereo unspecified)	22µM*	18%[2.33 µM]	-1%	-9%	-4%	0	-8%	2µM*	?
40	O=c1cc(C(F)(F)F)nc(-c2ccccc2OC(F)(F)F)[nH]1	0%	·	3%	-5%	3%	1	-4%	-10%	46%[activator]
41	O=S(=O)(/C=C/c1ccccc1)N1CCNCC1	-37%	0%	-6%	-1%	7%	-1	-6%	-5%	17%
42	Cc1ccc(NC(=O)CSc2nnc(-c3ccc(Br)cc3)o2)c(C)c1	4%	-1%[59 µM]	6%	-5%	-1%	-1	0%	-7%	71%[activator]
43	Cc1ccc(C(O)(C(=O)NN(C(=O)c2ccccc2)c2ccccc2)c2ccc(C)cc2)cc1	-1%	6%[59 µM]	-3%	5%	16%	-4	-3%	4%	25%
44	COc1cccc(C(=O)Nc2ccc3c(c2)C(=O)N(CCC(=O)O)C3=O)c1	6%[57.1 µM]	19%	-6%	-2%	-21%	2	7%	-2%	24%
45	CCOc1cc(-c2nc(C)c(C(C)=O)n2O)ccc1OCC(=O)Nc1ccc(F)cc1	-4%	50µM*	16%	-2%	12%	2	18%	-13%	25%
46	Cc1ccc(C)c2[nH]c(=O)c(CCNC(=O)c3ccc(S(=O)(=O)N(C)C)cc3)cc12	-5%	-48%[59 µM]	-1%	-5%	-1%	-2	-11%	-7%	32%
47	CCCCNC(=O)c1cn(-c2ccc(OCC)cc2)c(=O)c2cc(OC)c(OC)cc12	?	-35%	13%	-7%	-3%	1	-9%	-11%	17%
48	O=C(COC(=O)c1ccccc1Nc1ccccc1F)c1ccccc1	12%	-6%	4%	-8%	3%	-6	0%	63%[activator]	94%[activator]
49	O=C(Cc1ccccc1)N[C@H](c1ccccc1)P(=O)(O)CO	7%	6%[59 µM]	-3%	-7%	-3%	3	-6%	-35%	23%
50	COc1ccccc1C1CC(c2ccc(Cl)cc2)Nc2nc(N)nn21 (stereo unspecified)	-3%	-11%	1%	-8%	-5%	1	5%	?	-11%
51	CCCN(CCO)Cc1cccc(Cl)c1	?	?	6%	-3%	0%	-3	-2%	3.5µM*	?
